Yp Topo-I inh: Y. pestis Topo-I inhibition via cleavage products. Y. pestis Topo-I cleavage product accumulation, plate reader. activity, % at 10 µM. hit rate 0.064% among 360,000. AID 504884; in the data active = activity above about 50%, passing the limit was not always enough; also: inactives centre near 2
PriA SSB inh: blocks PriA binding to SSB C-terminal tail; AlphaScreen SSBct-PriA binding, biotinylated peptide; AID 1272365; inhibition, % at 33 µM; hit rate 0.6% among 430,000; in the data active = inhibition mostly above about 37%, no sharp cut-off; inactive = mostly below about 20%;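 also: plate controls were negative control peptide for no effect and reference peptide for full effect; strong numbers were not always called active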
TcdB inh: TcdB glycohydrolase inhibition. P18177. TcdB glycohydrolase enzymatic assay, plate reader. inhibition, % at 9.99 µM. hit rate 0.24% among 350,000. AID 652162; in the data active = inhibition above about 10%
Target sequence (P18177 whole entry, looked up): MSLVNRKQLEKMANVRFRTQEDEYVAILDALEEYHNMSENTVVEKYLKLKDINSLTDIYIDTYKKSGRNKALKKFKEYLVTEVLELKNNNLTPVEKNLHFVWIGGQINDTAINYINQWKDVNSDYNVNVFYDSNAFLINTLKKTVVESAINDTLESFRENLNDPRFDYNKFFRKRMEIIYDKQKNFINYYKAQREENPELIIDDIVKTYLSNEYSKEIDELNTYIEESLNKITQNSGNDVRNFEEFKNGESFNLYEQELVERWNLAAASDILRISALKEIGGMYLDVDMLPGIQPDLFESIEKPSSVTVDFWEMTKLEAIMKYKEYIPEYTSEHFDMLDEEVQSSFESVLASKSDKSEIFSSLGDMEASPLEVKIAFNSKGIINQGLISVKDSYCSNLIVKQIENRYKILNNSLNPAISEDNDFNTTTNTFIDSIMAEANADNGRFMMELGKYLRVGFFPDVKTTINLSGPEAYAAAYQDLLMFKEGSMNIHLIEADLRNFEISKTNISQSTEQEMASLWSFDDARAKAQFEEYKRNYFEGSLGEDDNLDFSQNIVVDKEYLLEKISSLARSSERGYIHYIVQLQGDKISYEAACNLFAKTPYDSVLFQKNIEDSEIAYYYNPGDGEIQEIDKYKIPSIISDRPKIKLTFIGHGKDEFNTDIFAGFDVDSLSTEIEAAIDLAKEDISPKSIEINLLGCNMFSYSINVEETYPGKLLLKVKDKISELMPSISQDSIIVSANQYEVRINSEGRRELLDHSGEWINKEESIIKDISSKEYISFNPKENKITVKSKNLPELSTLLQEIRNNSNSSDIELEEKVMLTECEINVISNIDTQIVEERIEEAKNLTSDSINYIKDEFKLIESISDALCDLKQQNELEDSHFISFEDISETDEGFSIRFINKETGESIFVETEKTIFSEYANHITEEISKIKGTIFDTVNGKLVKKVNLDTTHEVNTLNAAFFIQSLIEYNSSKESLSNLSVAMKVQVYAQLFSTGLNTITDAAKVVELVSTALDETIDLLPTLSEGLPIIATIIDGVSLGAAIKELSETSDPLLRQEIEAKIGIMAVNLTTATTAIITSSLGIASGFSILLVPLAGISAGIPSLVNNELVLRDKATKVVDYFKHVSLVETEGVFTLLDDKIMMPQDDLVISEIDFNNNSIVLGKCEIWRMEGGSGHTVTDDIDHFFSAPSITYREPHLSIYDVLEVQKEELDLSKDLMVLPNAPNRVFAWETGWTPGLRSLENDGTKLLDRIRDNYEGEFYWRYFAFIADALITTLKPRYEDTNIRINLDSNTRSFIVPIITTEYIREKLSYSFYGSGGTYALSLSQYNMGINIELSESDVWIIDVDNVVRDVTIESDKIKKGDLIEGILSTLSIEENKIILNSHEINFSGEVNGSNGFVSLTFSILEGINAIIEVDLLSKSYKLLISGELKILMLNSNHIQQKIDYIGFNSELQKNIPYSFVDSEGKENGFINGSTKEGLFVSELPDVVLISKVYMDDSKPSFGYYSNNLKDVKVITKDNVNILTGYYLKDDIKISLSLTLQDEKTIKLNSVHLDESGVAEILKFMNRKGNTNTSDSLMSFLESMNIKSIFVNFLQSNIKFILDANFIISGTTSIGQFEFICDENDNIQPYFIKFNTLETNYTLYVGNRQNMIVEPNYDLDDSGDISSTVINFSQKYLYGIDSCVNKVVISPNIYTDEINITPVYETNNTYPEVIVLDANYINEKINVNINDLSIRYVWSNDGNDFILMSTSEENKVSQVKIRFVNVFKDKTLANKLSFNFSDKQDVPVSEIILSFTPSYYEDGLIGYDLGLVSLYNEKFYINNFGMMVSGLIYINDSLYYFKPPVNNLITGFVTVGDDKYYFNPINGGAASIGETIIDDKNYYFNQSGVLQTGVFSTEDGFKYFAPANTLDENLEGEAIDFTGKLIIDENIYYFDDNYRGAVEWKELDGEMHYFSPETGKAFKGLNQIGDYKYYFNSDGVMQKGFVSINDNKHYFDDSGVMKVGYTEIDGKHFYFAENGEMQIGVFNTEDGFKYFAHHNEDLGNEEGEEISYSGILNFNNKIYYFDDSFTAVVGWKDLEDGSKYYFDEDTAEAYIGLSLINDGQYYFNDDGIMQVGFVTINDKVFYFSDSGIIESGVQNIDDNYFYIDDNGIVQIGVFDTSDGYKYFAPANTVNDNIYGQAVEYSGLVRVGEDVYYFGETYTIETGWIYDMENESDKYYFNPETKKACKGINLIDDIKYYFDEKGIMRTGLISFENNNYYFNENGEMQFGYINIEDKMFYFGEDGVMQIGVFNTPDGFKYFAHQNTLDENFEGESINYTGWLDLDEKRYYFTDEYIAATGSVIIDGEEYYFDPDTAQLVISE
BoNT-A LC inh2: inhibitors of Botulinum neurotoxin A light chain protease; inhibition, % at 10 µM; multiplex microsphere protease substrate cleavage, flow cytometry; hit rate 0.17% among 360,000; also: plate controls were buffer without enzyme for full effect and enzyme alone for no effect
PrPC surface inh: inhibitors of human cell surface prion protein PrPC. TR-FRET read-out. hit rate 0.43% among 370,000. inhibition, % at 13.8 µM. AID 720596; in the data active = inhibition above about 24%; also: 0% = median of the test wells and 100% = reference compound wells
Vc quorum ag: induces V. cholerae light production without autoinducers | V. cholerae BH1578 lux reporter, luminescence, 6 h | activation, % at 18.7 µM | hit rate 0.16% among 350,000 | AID 588436; in the data active = activation mostly above about 9.7%, no sharp cut-off; also: not every result past the cut was called active; inactives centre near 0; reference of the scale not given here
Anthrax LF inh2: anthrax lethal factor protease inhibition; hit rate 0.12% among 360,000; inhibition, % at 10 µM; multiplex microsphere protease cleavage assay, LF; also: plate controls were buffer without enzyme for full effect and enzyme alone for no effect
3CLpro inhibitor: SARS-CoV 3CLpro protease inhibition; P0C6X7; recombinant SARS-CoV 3CLpro, quenched FRET peptide cleavage; inhibition, % at 6 µM; hit rate 0.14% among 290,000; AID 1706; in the data active = inhibition above about 12%
PfHsp40 rescue: restores yeast growth despite PfHsp40 toxicity; S. cerevisiae expressing PfHsp40, growth rescue, ATP luminescence; growth rescue, % at 12.5 µM; hit rate 0.68% among 340,000; in the data active = growth rescue above about 28%, passing the limit was not always enough;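 also: yeast W303a lacking pdr1 and pdr3 grown in galactose medium; growth measured after three days at 30 °C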
Active calls of the source: *; i = inactive; . = no result given; & = joins results of further samples. Rule as the data show it, unless noted: active = inhibition above about 30%; inconclusive = no clear call, values can overlap the other calls; inactive = below that. The list is partial; rates above refer to the full screens.

SMILES | Yp Topo-I inh | PriA SSB inh | TcdB inh | BoNT-A LC inh2 | PrPC surface inh | Vc quorum ag | Anthrax LF inh2 | 3CLpro inhibitor | PfHsp40 rescue
CCOc1cc(C(=O)Nc2cc(C(=O)OC)ccc2C)ccc1OCC(=O)N1CCOCC1 | 3.4 | -5.2 | 0.1 | -0.7 | 6.5 | -0.4 | 2.0 | . | 5.0
Cc1nn2c(=O)cc(CSc3ccccc3NC(=O)c3ccccc3)nc2s1 | 1.9 | -16.3 | -1.5 | 1.9 | 1.1 | -0.3 | 2.2 | -1.9 | 0.0
C=CCOc1ccc(C2NC(=S)NC(C)=C2C(=O)c2ccccc2)cc1OC (stereo unspecified) | -1.2 | 11.2 | . | 7.1 | 43.1* | i | 5.1 | 6.7 | -0.7
CN1CCCN(C(=O)c2cccc(Cl)c2)CC1 | 0.3 | 10.2 | 0.1 | -3.3 | -0.2 | i | -0.9 | -5.7 | -0.5
O=S1(=O)N=C(N(Cc2cccs2)c2ccc(O)cc2)c2ccccc21 | 2.8 | -1.0 | 1.5 | 0.8 | 0.0 | i | -1.8 | 3.7 | -0.3
CCC(=O)Nc1ccc(Nc2nc(C)c([N+](=O)[O-])c(Nc3ccc(NC(=O)CC)cc3)n2)cc1 | 0.7 | -8.6 | . | 0.4 | -23.5 | -0.3 | -3.4 | 1.3 | 0.3
Cc1nn(CC(=O)NCCN2CCCCC2C)c(=O)c2cc(-c3ccccc3)nn12 (stereo unspecified) | 3.3 | -15.4 | -0.4 | 0.0 | -14.2 | i | 0.1 | -11.3 | -1.8
CCCCN(c1ccccc1)S(=O)(=O)N(C)C | -7.5 | -7.9 | -0.4 | 1.0 | 2.9 | 1.8 | 2.9 | 4.3 | -0.6
COc1ccc(N/C=C/C(=O)C(C)(C)C)cc1 | -4.2 | -6.2 | 0.6 | -0.7 | -4.2 | i | -1.2 | -5.5 | 1.2
Nn1c(SCC(=O)N2CCOCC2)nnc1-c1ccc(Cl)cc1Cl | 4.7 | -12.3 | . | -1.0 | 3.9 | i | 1.2 | -1.6 | 0.3
CNC(=S)NNc1ccccc1[N+](=O)[O-] | -9.4 | 9.2 | -2.0 | 0.0 | -13.1 | i | 3.8 | 4.9 | 0.2
O=C(/C(C=Nc1cc2c(oc1=O)CCCC2=O)=C(\O)c1ccccc1)c1ccccc1 | 3.1 | . | -0.7 | 0.3 | -0.1 | -0.6 | -1.2 | 3.5 | -1.0
CC(CN(C)Cc1ccccc1)OC(=O)c1cccc(F)c1 (stereo unspecified) | 7.4 | -29.6 | . | -1.1 | 0.0 | 0.2 | -1.5 | -1.8 | -1.4
COc1cc(C(=O)O)ccc1Cl | 6.5 | -4.0 | 0.3 | 0.1 | -1.2 | i | -3.1 | 0.2 | -0.4
CCOC(=O)C1CCN(CCC(=O)Nc2cccc(Cl)c2C)CC1 | 7.9 | -14.2 | -1.5 | 0.8 | -5.4 | -0.5 | 1.0 | 2.1 | -0.4
COc1ccc(Cc2nnc(SCC(=O)Nc3ccc(C)cc3C)[nH]c2=O)cc1 | 3.7 | 8.5 | -0.4 | 4.0 | 0.1 | -2.0 | -4.9 | . | -1.1
COc1ccc(-c2nc3c(Cl)cc(C(F)(F)F)cn3c2Cc2ccccc2C(F)(F)F)cc1OC | . | . | 0.3 | -0.9 | -4.2 | . | -6.2 | . | .
C[C@@H]1CN([C@H](C)CO)S(=O)(=O)c2ccc(C#Cc3ccccc3F)cc2O[C@@H]1CN(C)C(=O)Cc1ccccc1 | 46.6 | . | 1.7&-0.4 | -0.1 | -6.7 | -2.4 | -0.7 | . | .
COc1ccc(CNC(=O)[C@H](NC(=O)C2CCN(C(=O)[C@@H](N)CCSC)CC2)C(C)C)cc1 | -1.0 | -1.3 | -2.4 | -0.4 | 3.0 | -0.6 | -2.4 | -1.9 | 3.2
C=CCn1c(-c2cccnc2Cl)nc2cc(Cl)c(Cl)cc21 | -0.4 | -19.0 | . | 2.0 | 13.3 | i | 0.5 | 1.8 | -0.6
CC(C)c1cc(N2CCC(=O)NC2=O)cc(C(=O)O)c1O | 1.6 | -6.8 | . | -0.2 | 2.0 | -0.1 | 0.8 | 5.7 | 0.3
COc1ccc(N(CC(=O)Nc2cccc(C(F)(F)F)c2)S(=O)(=O)c2c(C)[nH]c(=O)[nH]c2=O)cc1 | 3.2 | 2.2 | 2.0 | -0.2 | 0.3 | i | -2.0 | 6.7 | 0.4
COc1ccc(-c2nc(CN3CCC(C(=O)NCC4CCCO4)CC3)c(C)o2)cc1OC (stereo unspecified) | 3.2 | -3.0 | 0.4 | 0.3 | -6.7 | 0.2 | 0.5 | -4.4 | -0.4
CCOC(=O)c1sc(=NC(=O)COc2ccc(Cl)cc2)n(C)c1C | -7.6 | 6.4&-8.0 | 0.8 | -1.0 | -4.4 | -1.6 | -0.9 | -2.5 | 0.2

Continued, overlapping the part above by 2 compounds.
SMILES | Yp Topo-I inh | PriA SSB inh | TcdB inh | BoNT-A LC inh2 | PrPC surface inh | Vc quorum ag | Anthrax LF inh2 | 3CLpro inhibitor | PfHsp40 rescue
COc1ccc(-c2nc(CN3CCC(C(=O)NCC4CCCO4)CC3)c(C)o2)cc1OC (stereo unspecified) | 3.2 | -3.0 | 0.4 | 0.3 | -6.7 | 0.2 | 0.5 | -4.4 | -0.4
CCOC(=O)c1sc(=NC(=O)COc2ccc(Cl)cc2)n(C)c1C | -7.6 | 6.4&-8.0 | 0.8 | -1.0 | -4.4 | -1.6 | -0.9 | -2.5 | 0.2
Cc1nnc(N2C(=O)C(O)=C(C(=O)c3ccco3)C2c2cccc([N+](=O)[O-])c2)s1 (stereo unspecified) | -9.2 | -4.8 | 1.2 | 2.7 | -11.3 | i | 1.7 | -6.7 | -0.7
CC(C)(C)c1ccc(S(=O)(=O)NC(=O)C2(C)CCN2C(=O)Cc2ccc(Cl)cc2Cl)cc1 (stereo unspecified) | 24.1 | . | 0.8 | -0.4 | 3.9 | -0.1 | -3.1 | . | .
COc1ccc([N+](=O)[O-])cc1NC(=O)COC(C)=O | 3.0 | 0.1 | 5.2 | 0.3 | -16.8 | i | 2.2 | 1.5 | -0.5
COCCCn1c(=O)c2sccc2n2c(CCCC(=O)NCc3cccc(OC)c3)nnc12 | -7.2 | -0.8 | -0.2 | 1.0 | -2.7 | -0.4 | 0.5 | -4.8 | 1.0
O=C(O)C1CCCN(S(=O)(=O)c2ccc(Br)s2)C1 (stereo unspecified) | -3.9 | -1.4 | 1.7 | 1.1 | 2.3 | -0.2 | -3.7 | 3.0 | -1.9
COc1ccc(CCNS(=O)(=O)c2cn(C)c(=O)n(C)c2=O)cc1OC | -3.1 | 3.9 | -0.2 | -0.1 | 6.4 | -0.1 | -4.2 | 5.1 | -1.9
COc1cccc(-c2nc3sc4c(c3c(=O)[nH]2)CCCCC4)c1 | 4.7 | 2.4 | . | -1.0 | -6.0 | 1.5 | 0.3 | 2.1 | -1.3
CCS(=O)(=O)N1N=C(c2cccs2)CC1c1cc2cc(C)ccc2nc1Cl (stereo unspecified) | 11.6 | -6.6 | 0.8 | 3.6 | 0.2 | i | 3.4 | 3.1 | -0.7
Cc1ccc(NS(=O)(=O)c2c(C)[nH]c(C)c2C(=O)N2CCCC2)cc1 | -3.9 | 3.8 | 1.1 | 1.3 | -8.6 | -0.6 | 3.4 | -2.2 | 0.9
CC1(C)N=C(N)N=C(N)N1c1cccc(CN)c1 | -0.8 | 4.9 | 0.4 | -0.4 | -2.3 | -0.7 | -6.4 | 0.3 | 1.0
CC(=O)Nc1c(OC(C)=O)ccc2c(C)cc(=O)oc12 | -6.5 | -18.2 | . | 1.2 | -2.3 | -0.1 | 2.8 | 0.8 | -1.5
CCOc1ccccc1-n1c(=S)sc2c(=O)n(-c3ccccc3)c(=S)[nH]c21 | 8.4 | -1.6 | -1.9 | -0.7 | -2.4 | -0.5 | 5.9 | -1.9 | 0.7

Structures from the list above that contain a CF3 group, in the order listed:
SMILES | Yp Topo-I inh | PriA SSB inh | TcdB inh | BoNT-A LC inh2 | PrPC surface inh | Vc quorum ag | Anthrax LF inh2 | 3CLpro inhibitor | PfHsp40 rescue
COc1ccc(-c2nc3c(Cl)cc(C(F)(F)F)cn3c2Cc2ccccc2C(F)(F)F)cc1OC | . | . | 0.3 | -0.9 | -4.2 | . | -6.2 | . | .
COc1ccc(N(CC(=O)Nc2cccc(C(F)(F)F)c2)S(=O)(=O)c2c(C)[nH]c(=O)[nH]c2=O)cc1 | 3.2 | 2.2 | 2.0 | -0.2 | 0.3 | i | -2.0 | 6.7 | 0.4

The list continues.
SMILES | Yp Topo-I inh | PriA SSB inh | TcdB inh | BoNT-A LC inh2 | PrPC surface inh | Vc quorum ag | Anthrax LF inh2 | 3CLpro inhibitor | PfHsp40 rescue
O=C(O)c1ccc(Cl)c(NC(=O)C2CCN(S(=O)(=O)c3cccs3)CC2)c1 | -1.7 | . | -0.1 | 0.2 | -9.4 | 0.3 | -6.8 | . | .
CN1/C(=C\C(=O)COC(=O)C2COc3ccccc3O2)C(C)(C)c2ccccc21 (stereo unspecified) | 40.3 | -11.1 | . | 0.3 | . | -0.2 | -5.3 | 2.0 | 2.4
COc1ccc(C(C)(O)c2nc(-c3cccs3)cs2)cc1 (stereo unspecified) | -0.6 | . | 1.4 | -0.3 | -3.9 | i | -7.4 | . | .
O=C(CCCCn1c(=O)[nH]c2ccsc2c1=O)NCc1ccc2c(c1)OCO2 | -0.7 | -12.3 | 1.3 | 0.0 | -1.1 | 0.2 | -13.1 | -0.8 | 1.6
CCS(=O)(=O)C1=NN2C(=N)/C(=C\c3ccc(OC(=O)c4ccco4)cc3)C(=O)N=C2S1 | 5.9 | -11.6 | 1.8 | 1.3 | -2.0 | -0.4 | 0.6 | 2.8 | -0.8
CC1CC(C)CN(S(=O)(=O)c2cc3c4c(c2)CCC(=O)N4CCC3)C1 (stereo unspecified) | 0.5 | 0.8&-15.0 | 0.7 | -1.6 | -3.9 | -1.6 | 11.3 | . | 0.8
O=C(CCc1nc2ccccc2c(=O)[nH]1)Nc1nc(-c2cccs2)cs1 | 1.3 | -7.7 | 1.8 | 0.6 | 2.4 | -10.0 | -3.0 | . | -0.1
CCOC(=O)N1CCN(C(c2ccc(Cl)cc2)c2sc3nc(C)nn3c2O)CC1 (stereo unspecified) | 28.6 | 2.3 | 0.4 | -1.6 | 2.5 | -0.6 | -7.2 | . | 1.4
Cc1ccc(C)c(C(=O)OCC(=O)N(C)c2ccccc2)c1 | 13.8 | -12.8 | 1.4 | -2.6 | -9.3 | -0.7 | 8.8 | 3.2 | 0.2
CCC1CCC2(CC1)NC(=O)N(CC(=O)c1c(C)[nH]c3ccccc13)C2=O (stereo unspecified) | -13.2 | 6.4 | . | -0.5 | 8.3 | i | -2.0 | 2.3 | -0.2
CCN(CC)c1ccc(-n2cc3c(=O)n(C)c(=O)n(C)c3c2)cc1 | 21.9 | 30.9 | . | -0.1 | 9.0 | i | -0.7 | 0.1 | -0.8
O=C(CSc1ccc(-c2ccccn2)nn1)NCc1ccc(Cl)cc1 | 5.5 | -0.5 | 1.5 | -3.1 | -0.9 | i | -4.1 | -3.0 | 331.0*
COc1ccc(CC(N)c2csc(NC(=O)Nc3ccc(C(C)C)cc3)n2)cc1 (stereo unspecified) | -21.1 | . | 1.0 | 0.6 | -8.7 | -0.3 | -5.0 | . | .
O=C1C(=O)N(Cc2ccco2)C(c2cccc(Cl)c2)/C1=C(\O)c1ccc2c(c1)OCCO2 (stereo unspecified) | -0.1 | . | . | -0.2 | 5.4 | 12.5 | -2.6 | -6.3 | 0.5
CC(=O)/C(=C/N(C)C)C(=O)Nc1ccc(Cl)cc1Cl | 6.6 | -7.8 | 0.0 | -0.5 | 3.3 | i | -12.4 | 1.9 | -1.2
C/C(=N/OC(=O)c1cccc(Cl)c1)c1nccs1 | 2.0 | . | . | 0.0 | 6.4 | -0.7 | -5.5 | 2.6 | -0.7
Cc1cc(Cl)ccc1Oc1ncc(CN2CCN(c3ccccc3)CC2)s1 | 29.8 | -7.7 | . | -2.4 | 3.6 | 0.7 | -5.9 | 2.4 | 5.2
COc1ccc(-n2cnnc2SCC(=O)c2cc(C)n(Cc3cccs3)c2C)cc1 | 32.9 | 2.2 | . | 0.9 | -9.8 | i | -1.7 | -1.4 | -1.2
CC(NCc1cccn1C)c1ccccc1 (stereo unspecified) | 4.3 | -19.2 | . | 0.3 | -2.8 | -0.6 | -2.9 | 6.6 | 0.9
CC(C)(C)c1nc2ccccc2c2nnc(SCC(=O)Nc3nc4ccccc4s3)n12 | 17.8 | 15.4 | -0.3 | 0.0 | 8.1 | -0.5 | -4.1 | 0.0 | 0.7
